STEP inh: STEP (human) phosphatase inhibition; P54829; recombinant STEP, OMFP fluorogenic substrate, fluorescence; inhibition, % at 20 µM; hit rate 0.25% among 360,000; AID 588621;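 active means inhibition at 20 µM, scaled per plate between control wells, above about 37%, limit read from the data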;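 further: 0% = DMSO with enzyme and substrate and 100% = substrate only without enzyme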
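System: STEP phosphatase, cell-free reaction; Buffer or medium: Bis-Tris pH 6.0 buffer with DTT, detergent; Incubation: 20 min at room temperature, dark; Measured by: fluorescence, 480/540 nm.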
MsrA act: bovine methionine sulfoxide reductase A activation; purified bovine MsrA, absorbance read-out; activation, % at 10.6 µM; hit rate 0.3% among 360,000; in the data active means activation above about 7.5%;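 further: 0% = vehicle and 100% = reference activator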
NRP1-CendR mod: modulators of CendR peptide binding to human neuropilin-1; O14786; inhibition, % at 25 µM; hit rate 0.85% among 360,000; AID 602438; FAM-RPARPAR peptide binding to NRP-1, fluorescence polarization;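 active means inhibition or corrected inhibition above about 18%, plus a signal ratio from 0.5 to 1.5, limit read from the data, passing the limit was not always enough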; further: strong numbers were not always called active
TbMetRS inhib: Trypanosoma brucei MetRS inhibition; purified T. brucei MetRS, ATP depletion, Kinase-Glo luminescence; hit rate 0.4% among 360,000; AID 624268; inhibition, % at 11.9 µM;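 active means inhibition above a per-plate cutoff of the control wells' mean inhibition plus 3 SD, cut at about 5.5% in these data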;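 further: 0% = DMSO wells median and 100% = median of wells with control inhibitor compound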
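technique = Kinase-Glo luminescence, ATP depletion format | system = purified MetRS (methionyl-tRNA synthetase) enzyme from Trypanosoma brucei | timing = 15 min preincubation, 2 h reaction, all 25 °C | evaluation = percent inhibition versus plate control medians | dosing = single dose, 11.9 µM final nominal, 0.9% final DMSO | also added = substrates ATP, L-methionine and bulk Escherichia coli tRNA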
eLon inh: inhibits E. coli Lon protease. hit rate 0.42% among 360,000. AID 602123. inhibition, % at 7.94 µM. purified E. coli Lon protease, fluorescence polarization; in the data active means inhibition above about 13%, passing the limit was not always enough;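 further: 0% = enzyme with probe and DMSO and 100% = no enzyme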
Target sequence (P0A9M0 whole entry, looked up): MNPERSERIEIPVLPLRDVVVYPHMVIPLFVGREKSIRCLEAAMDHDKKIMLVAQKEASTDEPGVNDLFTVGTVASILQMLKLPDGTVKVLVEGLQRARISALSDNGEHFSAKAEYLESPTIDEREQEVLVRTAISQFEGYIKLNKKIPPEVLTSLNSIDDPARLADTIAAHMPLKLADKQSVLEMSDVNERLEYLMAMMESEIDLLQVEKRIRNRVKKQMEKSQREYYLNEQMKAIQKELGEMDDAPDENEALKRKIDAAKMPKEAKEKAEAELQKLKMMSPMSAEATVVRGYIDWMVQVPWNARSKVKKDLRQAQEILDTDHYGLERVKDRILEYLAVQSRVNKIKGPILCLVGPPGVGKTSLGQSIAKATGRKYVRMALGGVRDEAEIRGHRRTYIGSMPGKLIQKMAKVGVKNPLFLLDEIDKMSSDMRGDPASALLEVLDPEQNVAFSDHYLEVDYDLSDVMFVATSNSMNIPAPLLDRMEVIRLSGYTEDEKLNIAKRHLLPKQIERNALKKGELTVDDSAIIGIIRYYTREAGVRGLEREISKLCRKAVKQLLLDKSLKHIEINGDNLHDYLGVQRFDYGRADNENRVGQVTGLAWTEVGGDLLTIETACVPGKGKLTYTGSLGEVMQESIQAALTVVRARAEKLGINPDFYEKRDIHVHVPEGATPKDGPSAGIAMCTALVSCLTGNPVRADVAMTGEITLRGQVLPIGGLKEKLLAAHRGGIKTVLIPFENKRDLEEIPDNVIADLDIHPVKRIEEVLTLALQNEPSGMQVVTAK
Scp1 inh: inhibitors of human Scp-1 phosphatase; Q9GZU7; Recombinant Scp1, phosphopeptide, malachite green phosphate absorbance; inhibition, % at 20 µM; hit rate 0.88% among 340,000;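 active means inhibition above about 50% at 20 µM, limit read from the data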;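 further: plate controls were DMSO wells with enzyme for no effect and wells lacking enzyme for full effect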
Target sequence (Q9GZU7 76-261 limits assumed): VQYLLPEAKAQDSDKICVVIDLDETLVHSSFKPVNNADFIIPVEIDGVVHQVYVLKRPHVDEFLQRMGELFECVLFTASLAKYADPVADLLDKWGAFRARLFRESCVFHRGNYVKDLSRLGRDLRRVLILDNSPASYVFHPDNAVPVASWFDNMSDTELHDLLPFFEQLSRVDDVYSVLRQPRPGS
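Test system: SCP-1 catalytic domain; Buffer or medium: Acidic Tris acetate buffer with magnesium and detergent; Also added: Phosphorylated 17-residue peptide substrate; Compound: single 20 µM dose, 1% DMSO; Schedule: enzyme reaction 45 min at room temperature, colour 5 min, stabilisation 30 min; Signal: Phosphate-binding colour reagent, absorbance read at 630 nm.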
LMPTP inh: LMPTP (human) inhibition; recombinant LMPTP-A, OMFP fluorogenic substrate, fluorescence intensity; P24666; hit rate 0.22% among 360,000; inhibition, % at 20 µM; AID 651560;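 active means compounds that cut the enzyme signal by at least half of the control window in the single-dose screen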;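 further: plate controls were DMSO wells with enzyme plus substrate for no effect and substrate without enzyme for full effect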
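Assay system: LMPTP-A, protein tyrosine phosphatase of low molecular weight / Medium: pH 6.0 Bis-Tris buffer with DTT and Triton X-100 / Schedule: 50 min enzyme reaction at room temperature, protected from light / Measured by: endpoint fluorescence intensity from OMFP dephosphorylation / Read-out basis: % inhibition relative to no-enzyme and uninhibited control wells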
DNMT1 block: DNMT1 (human) enzyme inhibition; hit rate 0.83% among 360,000; DNMT1 molecular beacon, Hinp1I cleavage, fluorescence; P26358; inhibition (reported as % activation of signal), % at 10 µM; in the data active means inhibition above about 50%
MsrA inh: inhibitors of bovine MsrA. inhibition, % at 15.5 µM. AID 651718. purified bovine MsrA, absorbance read-out. hit rate 0.75% among 360,000; in the data active means inhibition above about 4.5%;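 further: 0% = vehicle wells with enzyme and 100% = reference inhibitor wells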
SUMO1 PPI mod: modulators of human SUMO1-mediated protein-protein interactions | SUMO1 binding to a labelled peptide, TR-FRET, 1 h | hit rate 0.33% among 360,000 | inhibition, % at 20 µM | P63165; in the data active means inhibition above about 37%
Target sequence (P63165 whole entry, looked up): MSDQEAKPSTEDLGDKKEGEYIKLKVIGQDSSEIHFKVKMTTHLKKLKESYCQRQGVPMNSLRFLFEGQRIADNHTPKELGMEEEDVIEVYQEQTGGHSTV
* marks the source's active call; other numbers are inactive results; nt = not tested or not shown.

SMILES	STEP inh	MsrA act	NRP1-CendR mod	TbMetRS inhib	eLon inh	Scp1 inh	LMPTP inh	DNMT1 block	MsrA inh	SUMO1 PPI mod
CCN(CC(=O)Nc1cccc(S(N)(=O)=O)c1)Cc1nc2ccccc2c(=O)[nH]1	-4	-2	-7	-0.4	1	-4	-0.5	3	1.6	5
COc1ccc(/C=C(/NC(=O)c2ccco2)C(=O)NCc2ccco2)cc1	-1	1	-17	0.5	-17	nt	-2.4	3	1.8	-4
CCOC(=O)Cc1csc(NC(=O)CSc2nc(C)cc(=O)[nH]2)n1	0	2	8	-0.1	2	-6	-1.1	5	0.5	3
NC(=O)c1cccnc1Nc1ccccc1F	-2	-12	-6	-0.9	-1	3	0.1	5	1.5	-4
O=C(Cn1ncc2c(=O)oc3ccccc3c21)NC1CC1	-2	-12	-7	-1.1	1	5	-0.2	4	-1.1	-1
Cc1cc(NC(=O)C(C)Oc2ccccc2)no1 (stereo unspecified)	2	-2	1	-0.6	8	-3	-1.5	0	0.7	2
COc1ccc(/C(C)=N/NS(=O)(=O)c2ccccc2)c(OC)c1	-3	-1	6	0.6	6	3	0.6	-4	2.0	-2
NC(=O)C1CCCN(CC(=O)Nc2ccccc2C(=O)NC2CC2)C1 (stereo unspecified)	0	1	1	-0.2	-4	-4	-1.1	3	1.5	5
Cc1nc2cc(-c3ccsc3-n3c(C)ccc3C)[nH]n2c(=O)c1Cl	-2	-4	-22	-0.8	-71	25	50	44	0.1	41*
Cc1ccc(-c2nn3c(C)nnc3s2)cc1NC(=O)CSc1ccc(Cl)cc1	-5	-2	-8	-0.2	2	-3	-0.7	-4	0.1	1
O=C(NNC(=O)c1ccc2c(c1)OCO2)NC12CC3CC(CC(C3)C1)C2	-2	-4	-1	0.6	7	-3	1.2	-1	-0.7	-1
CN1CCC(=O)N([C@H](CC#N)c2ccccc2)CC1	-1	-10	8	0.4	5	9	-5.1	9	-1.0	-10
CCOc1cc(C#N)c(NC(=O)c2cccnc2Cl)cc1OCC	3	-1	2	0.1	5	-17	-3.5	-1	-1.1	0
CSc1ccc(C(c2c(C(=O)O)[nH]c3ccccc23)c2c(C(=O)O)[nH]c3ccccc23)cc1	5	-11	-112	-0.7	7	-15	-1.1	-25	-0.5	15
CC1CCCC(C)N1C(=O)CSc1nnc(-c2cccs2)o1 (stereo unspecified)	-2	-2	-18	0.5	-2	-3	-0.7	3	0.8	-6
O=C(Cc1cccc(NC(=O)C2CCCN(C(=O)C3CCCCC3)C2)c1)Nc1cccc(C(=O)N2CCOCC2)c1 (stereo unspecified)	-1	3	2	-0.2	-6	0	-1.6	9	-0.9	1
CSc1ccccc1OCc1cc(C(=O)NCCc2ccco2)no1	2	-1	-1	0.5	6	-11	-0.7	-3	0.8	-1
COc1ccc(/C=C/C(=O)OCC(=O)Nc2ccc(N3CCOCC3)cc2)cc1OC	4	2	4	0.1	8	-7	0.2	-2	2.6	-12
COc1ccccc1-c1cccc([C@@H]2C[C@H]3[C@H](CON3C)CN2Cc2cc(Cl)cc(Cl)c2)c1	-2	-3	-3	-0.2	-4	4	0.9	-1	0.7	2
CCCN1CCc2c(sc(NC(=O)c3ccc(S(=O)(=O)N4CCN(C(=O)OCC)CC4)cc3)c2C(N)=O)C1	-2	-6	-72	-0.5	-356	-5	4.1	-2	1.6	-19

No new results follow: entries from further up.
SMILES	STEP inh	MsrA act	NRP1-CendR mod	TbMetRS inhib	eLon inh	Scp1 inh	LMPTP inh	DNMT1 block	MsrA inh	SUMO1 PPI mod
COc1ccc(/C=C(/NC(=O)c2ccco2)C(=O)NCc2ccco2)cc1	-1	1	-17	0.5	-17	nt	-2.4	3	1.8	-4
CCOC(=O)Cc1csc(NC(=O)CSc2nc(C)cc(=O)[nH]2)n1	0	2	8	-0.1	2	-6	-1.1	5	0.5	3
NC(=O)c1cccnc1Nc1ccccc1F	-2	-12	-6	-0.9	-1	3	0.1	5	1.5	-4
O=C(Cn1ncc2c(=O)oc3ccccc3c21)NC1CC1	-2	-12	-7	-1.1	1	5	-0.2	4	-1.1	-1

Later entries.
SMILES	STEP inh	MsrA act	NRP1-CendR mod	TbMetRS inhib	eLon inh	Scp1 inh	LMPTP inh	DNMT1 block	MsrA inh	SUMO1 PPI mod
Cc1ccccc1N(CC(=O)N/N=C/c1cc(C)n(-c2ccccc2C)c1C)S(C)(=O)=O	0	-3	-4	-0.2	-7	-5	-0.5	-11	0.6	0
CCC(=O)N/N=C(\C)CC(=O)Nc1ccc2ccccc2c1	2	-8	4	-0.8	-4	0	-0.9	-5	-0.9	-4
O=C(COc1ccc(F)cc1Cl)Nc1ccccc1C(=O)N1CCCCC1	1	-8	5	-0.4	-1	0	2.3	-6	0.7	-4
O=[N+]([O-])c1ccc2c(c1Nc1ccccc1)=NC1(CCCCC1)N=2	2	-12	3	-0.9	0	-2	3.3	-6	0.2	-27
CS(=O)(=O)N1CCN(c2ccc(NC(=S)NC(=O)c3ccccc3[N+](=O)[O-])cc2)CC1	2	-2	5	0.1	4	-11	-0.6	2	0.4	-5
Cc1ccc(S(=O)(=O)N2CC3(C)CN(S(=O)(=O)c4ccc(C)cc4)CC(C)(C2)C3O)cc1 (stereo unspecified)	-2	-2	-2	-0.7	7	-5	0.3	2	-0.1	0
Cc1ccc(C)c(N2CCN(CCCc3ccccc3)CC2)c1	-2	-10	-16	-1.1	-4	4	-2.5	15	-0.3	3
O=C(/C=C/c1ccco1)NCCCN1CCOCC1	2	-7	-4	-0.6	-4	-9	-2.0	-7	-0.3	0
COc1ccc(N2CCN(C(=O)Cc3coc4cc(C)ccc34)CC2)cc1	-2	-2	-3	-1.0	-5	-12	0.4	-2	-1.5	2
Cc1ccc(C)c(S(=O)(=O)N=Nc2c(O)[nH]c3ccccc23)c1	0	-2	10	0.6	-8	-10	-0.9	-1	-0.1	-13
CC1=CC(C)(C)N(C(=O)C(C)N2C(=O)c3ccccc3C2=O)c2ccc(C)cc21 (stereo unspecified)	-6	-1	7	-0.3	8	-3	-0.3	-2	-0.2	-2
O=C(c1cc(COc2ccc(F)cc2Cl)on1)N1CC2C[C@@H]3CC1C[C@H](C2)C3	0	0	5	0.3	8	5	2.7	6	0.3	6
O=C(N/C(=C/c1cccs1)C(=O)N1CCOCC1)c1cccs1	0	-4	2	-0.2	-8	-5	-1.1	1	3.7	-4
CCn1c(SCC(=O)Nc2ccc(F)cc2F)nc2c(c1=O)SCC2	4	0	1	0.1	-5	4	0.3	2	2.8	-1
COCCn1c(SCC(=O)c2ccccc2)nc2c(c1=O)SCC2	-2	-2	-18	-0.5	3	-7	-1.1	-6	2.2	-5
O=C(N/N=C/c1ccc([N+](=O)[O-])s1)c1ccccc1Br	0	3	0	-0.2	-8	-12	-0.6	-12	2.9	-17
CSc1nc2[nH]c(=O)n(O)c(=O)c2n1Cc1ccccc1	3	-2	-87	-0.1	-2	2	-0.1	1	0.8	-3
Cc1ccc(S(=O)(=O)N2CCN(C(=O)c3ccc(-n4cncn4)c([N+](=O)[O-])c3)CC2)c(C)c1	0	-2	-12	2.0	-12	nt	-9.8	-5	1.0	-47
O=C(NCCN1CCCCC1)Nc1ccccc1	2	-6	-8	0.0	-10	-6	-3.4	3	0.5	-4
COc1ccc(C(=O)C[n+]2ccc3c(c2)nc(-c2cc(OC)c(OC)cc2OC)n3C)cc1	-3	-5	15	-0.5	3	-8	-0.3	2	1.9	0
COc1ccc(NS(=O)(=O)c2ccc(NS(=O)(=O)c3ccc(C)cc3)cc2)nn1	0	-2	19	-0.5	4	-3	0.1	5	0.5	8
CC12CCC(C/C1=N/OC(=O)c1cccc([N+](=O)[O-])c1)C2(C)C (stereo unspecified)	0	-3	-9	-0.1	5	-1	2.3	-1	0.9	-20
Cc1ccc(F)c(NC(=O)c2ccc(Cn3cc(Cl)cn3)cc2)c1	-2	-10	-1	-0.8	-5	-7	-0.3	5	-0.4	4
CCN(CC)S(=O)(=O)c1cccc(NC(=O)c2cc(=O)[nH]c3ccccc23)c1	1	-7	-17	-1.2	3	4	-1.5	-3	2.1	0
COc1ccccc1NC(=O)c1cc2cc(Br)ccc2oc1=N	-1	-7	2	-1.5	-5	5	2.3	-2	1.4	-8
CC1=CC(C)(C)Nc2ccc(OC(=O)CN3C(=O)C4CCCCC4C3=O)cc21 (stereo unspecified)	4	0	-14	0.2	-4	0	-0.4	-9	-0.6	0
CCN(CC)c1ccc(/C=C2\SC(=O)N(C(C)C)C2=O)o1	-10	-6	134	-0.6	-204	-7	1.2	8	nt	-129
CCCCc1ccc(NC(=O)N[C@@H](CC(C)C)C(=O)O)cc1	0	-4	-13	-0.2	-6	-11	-1.4	2	2.1	-2
COc1cc(CN2C[C@@H](CO)O[C@@H](n3cnc4c(NC5CCCC5)ncnc43)C2)cc(OC)c1OC	0	-9	-1	-0.5	6	nt	-0.5	1	-0.7	-6
CCOc1ccc(C(=O)Nc2nnn(CC)n2)cc1	0	-2	9	0.2	-5	-10	-1.4	-2	1.5	0
Cc1noc(/C=C/N(C)C)c1S(=O)(=O)N(C)CC(=O)NC1CCCCC1	-5	-10	-5	-1.2	-16	-4	-2.7	-3	0.6	1
CC(c1ccccc1)N1CCc2[nH]c(=S)[nH]c(=O)c2C1 (stereo unspecified)	0	0	4	-0.5	-4	-7	0.4	-2	0.2	-2
COC(=O)c1ccc(/C=N/Nc2nc(-c3ccccc3)cs2)cc1	2	-5	-2	0.5	11	-8	2.1	-2	-0.4	-2
COC(=O)c1ccc(COc2ccc(/C=N/N3CCN(C)CC3)cc2)cc1	4	-1	0	-0.3	4	-9	-2.5	2	-0.5	2
CC(NC(=O)CN1C(=O)NC2(CCCCCCC2)C1=O)c1ccccc1 (stereo unspecified)	5	-7	12	-0.3	-9	-5	-0.3	-1	0.5	2
O=S(=O)(c1cccs1)N1CCN(CCOc2ccccc2)CC1	-1	-2	1	-0.3	-14	-3	-1.1	0	-0.1	6
CCOC(=O)COc1nc(Nc2ccccc2C)nc(N(C)C)n1	12	-1	-1	-1.3	-6	-13	-1.2	4	1.4	-1
CC(C)(C)N(Cc1ccccc1)C(=O)COC(=O)CN1C(=O)C2CC=CCC2C1=O (stereo unspecified)	0	-1	4	-0.2	-7	-2	0.2	0	0.1	-1
COc1ccc(C)cc1NC(=O)c1ccc(CN2CCN(c3ccccc3)CC2)cc1	1	-3	-12	-0.4	-13	-2	0.8	-5	-0.4	-3
CCOC(=O)C1=C(C)NC(=O)CC1c1cc2c(cc1[N+](=O)[O-])OCO2 (stereo unspecified)	1	-4	3	-0.4	-8	-6	-0.1	5	1.5	17
CCOC(=O)c1ccc(-c2nnc(-c3ccc(Cl)cc3Cl)o2)cc1	0	-11	3	-1.1	5	-7	0.0	8	-1.0	-3

Rows were taken by chance. Share with any hit: about 4.3%.
